Screens deposited in PubChem BioAssay by National Center for Advancing Translational Sciences (NCATS).
mIDH1 inhibitor – qHTS for Inhibitors of mutant isocitrate dehydrogenase 1 (IDH1): qHTS | Potency, µM (highest dose often 76.6 µM), without a hit: at the top dose activity change, negative = inhibition, most hits filed as inhibitors | Isocitrate dehydrogenase [NADP] cytoplasmic (Homo sapiens), O75874 | hit rate 0.093% among 390,000 | IDH1-R132H enzyme, NADPH consumption, diaphorase/resazurin fluorescence; further: potency means the concentration at half of the fitted maximal effect; on the % scale 0 is the no-effect control and ±100 the full control effect; nearly all actives have a fitted effect of over 65% in size
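IDH1-R132H (0.5 ug/mL) preincubated 30 min with compound, then NADPH (0.016 mM) and alpha-KG (2 mM) added; 80 min at RT, pH 7.5. Remaining NADPH coupled via diaphorase/resazurin to fluorescence (540/590 nm); concentration-response curves normalized to no-enzyme control.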
Vif-A3F inh – qHTS for Inhibitors of Vif-A3F Interactions: qHTS. HeLa A3F-eYFP + Vif (tagged APOBEC3F with the HIV-1 protein that degrades it), YFP fluorescence increase. Potency, µM (doses to about 46.1 µM), for the others: at the highest dose activity, negative = active. hit rate 0.2% among 390,000. AID 602313, 2012; further: potency means the concentration at half of the fitted maximal effect; % of control where 0% means no effect; nearly all actives have a fitted effect of over 65% in size
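HeLa cells stably expressing A3F-eYFP plus Vif, plated and incubated overnight at 37 deg C, then exposed to compounds overnight at 37 deg C. Blocked degradation read as raised yellow fluorescence (Ex 488/Em 500-530).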
GRP78 ERSR act – qHTS for Inducers of the Endoplasmic Reticulum Stress Response (ERSR) in Human Glioma: qHTS | AID 602332, 2012 | hit rate 0.02% among 420,000 | Potency, µM, for inactives: top-dose activation, usual class: activators | U87-MG GRP78 promoter luciferase reporter, 16 h; further: potency means the concentration at half of the fitted maximal effect; series mostly up to about 76 µM; % of control where 0% means no effect; nearly all actives have a fitted effect of over 35% in size
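ERSR induction read as luciferase luminescence (Bright-Glo, 10 min at room temperature) in stably transfected human U87-MG glioma cells exposed to compounds for 16 h, using GRP78 as sensor.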
RXFP1 ag – qHTS Assay for Agonists of the Relaxin Receptor RXFP1. Potency, µM (top dose mostly 57.5 µM), for inactives: at the top dose activation, actives largely listed as activators. HEK293T-RXFP1 cAMP TR-FRET, 30 min; response scale: percent of porcine relaxin response, buffer zero. Relaxin receptor 1 (Homo sapiens), Q9HBX9. hit rate 0.3% among 370,000. AID 2676, 2010; further: potency means the concentration at half of the fitted maximal effect; on the % scale 0 is the no-effect control and ±100 the full control effect; nearly all actives have a fitted effect of over 60% in size; many of its hits are not listed in these tables
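cAMP rise read by TR-FRET after 30 min, 37C compound exposure (up to 58 uM) in RXFP1-transfected HEK293 cells with Ro 20174 present. EC50 from Hill-equation fits, with 29 nM porcine relaxin as 100% and buffer as basal.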
USP1-UAF1 inh – Inhibitors of USP1/UAF1: Primary Screen; Ubiquitin carboxyl-terminal hydrolase 1 (Homo sapiens), O94782; recombinant USP1/UAF1, Ub-Rhodamine cleavage fluorescence; Potency, µM (top dose mostly 57.1 µM), for the others: at the highest dose activity change, negative = inhibition, most hits filed as inhibitors; hit rate 0.23% among 390,000; AID 743255, 2014; further: potency means the concentration at half of the fitted maximal effect; on the % scale 0 is the no-effect control and ±100 the full control effect; nearly all actives have a fitted effect of over 60% in size; inactives centre near -12
Target sequence (O94782 whole entry, looked up): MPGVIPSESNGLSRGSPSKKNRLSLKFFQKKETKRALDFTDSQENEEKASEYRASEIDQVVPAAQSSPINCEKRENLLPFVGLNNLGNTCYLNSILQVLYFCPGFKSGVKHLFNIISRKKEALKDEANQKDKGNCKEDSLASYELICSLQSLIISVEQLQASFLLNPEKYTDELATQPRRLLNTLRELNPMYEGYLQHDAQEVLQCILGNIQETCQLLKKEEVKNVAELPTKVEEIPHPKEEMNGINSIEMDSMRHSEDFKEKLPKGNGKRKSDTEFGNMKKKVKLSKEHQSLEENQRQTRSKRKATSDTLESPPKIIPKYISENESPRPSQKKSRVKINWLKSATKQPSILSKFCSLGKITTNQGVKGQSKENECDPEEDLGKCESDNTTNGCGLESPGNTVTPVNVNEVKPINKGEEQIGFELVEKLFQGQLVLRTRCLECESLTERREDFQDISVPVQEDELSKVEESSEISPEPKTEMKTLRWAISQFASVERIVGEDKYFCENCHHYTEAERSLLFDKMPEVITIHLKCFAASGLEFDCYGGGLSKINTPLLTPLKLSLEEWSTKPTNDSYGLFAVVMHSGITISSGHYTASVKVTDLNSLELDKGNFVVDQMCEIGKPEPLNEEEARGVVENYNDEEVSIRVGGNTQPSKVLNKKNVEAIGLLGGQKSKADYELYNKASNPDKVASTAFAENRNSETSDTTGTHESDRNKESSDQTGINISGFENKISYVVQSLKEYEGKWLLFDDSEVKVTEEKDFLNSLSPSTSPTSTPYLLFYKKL
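Step one: compound is pinned into 1nM USP1/UAF1 in HEPES pH 7.8 buffer with TCEP. Step two: 15 min room-temperature incubation. Step three: Ub-Rho (150nM final) starts cleavage, tracked by fluorescence over six one-minute reads.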
Vif-APOBEC3G blk – qHTS for Inhibitors of Vif-A3G Interactions: qHTS. HeLa A3G-eYFP + Vif (tagged APOBEC3G with the HIV-1 protein that degrades it), YFP fluorescence, overnight. Potency, µM (series often up to 46.1 µM), for the others: top-dose activity, negative = active, usual class: inhibitors. DNA dC->dU-editing enzyme APOBEC-3G (Homo sapiens), Q9HC16. hit rate 0.076% among 410,000;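 further: potency means the concentration at half of the fitted maximal effect; on the % scale 0 is the no-effect control and ±100 the full control effect; nearly all actives have a fitted effect of over 60% in size; hits raise eYFP signal because A3G escapes Vif-driven loss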
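HeLa cells stably expressing Vif and C-terminally eYFP-tagged A3G, seeded overnight at 37 deg C, then exposed to compound by pintool overnight at 37 deg C. Rise in yellow fluorescence (Ex 488/Em 500-530, Acumen) marks blocked Vif-driven A3G degradation.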
PI4K2A inh – qHTS for small molecular inhibitors of PI4K2A; AID 1346378, 2018; hit rate 0.13% among 420,000; activity change, negative = inhibition, % at 76.9 µM; Phosphatidylinositol 4-kinase type 2-alpha (Homo sapiens), Q9BTU6; purified PI4K2A, ADP-Glo luminescence, 1 h; stronger effect = lower value; in the data active means activity change below about -50%; inconclusive means mostly about -30% to -49%;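 further: -100% = wells without enzyme as full effect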
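Compounds are screened against recombinant PI4K2A using PI as substrate and ATP, the latter dispensed at 300 microM. Reactions run one hour at ambient temperature before ADP-Glo detection; full inhibition defined by wells lacking enzyme.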
LDHA inh – qHTS assay for inhibitors of human lactate dehydrogenase; AID 1347041, 2019; purified LDHA, NADH/diaphorase-resazurin fluorescence; stronger effect = lower value; activity change, % (values are at about 110 or 230 µM); hit rate 0.15% among 480,000; in the data active means activity change below about -30%; inconclusive means mostly about -25% to -30%;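 further: plate controls were DMSO wells for no effect and wells without enzyme for full effect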
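LDH5 2 nM; NADH 0.06 mM, pyruvate 0.2 mM; 200 mM Tris pH 7.4, EDTA, Tween-20; 5 min RT. Detection: diaphorase 0.133 mg/mL + resazurin 37 µM, fluorescence ex540/em590 at 0 and 20 min; normalized to enzyme-free and DMSO wells.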
TrxR1 substrate – qHTS Assay for Substrates of Mammalian Selenoprotein Thioredoxin Reductase 1 (TrxR1): qHTS; Thioredoxin reductase 1, cytoplasmic (Rattus norvegicus), O89049; purified TrxR1 substrate turnover, NADPH consumption readout; AID 588456, 2011; Potency, µM (highest dose often 114 µM), for the others: at the top dose activity change, negative = substrate turnover; hit rate 0.01% among 390,000; further: potency means the concentration at half of the fitted maximal effect; on the % scale 0 is the no-effect control and ±100 the full control effect; nearly all actives have a fitted effect of over 50% in size
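Rat TrxR1, dispensed at 90 nM, was prereduced with 400 uM NADPH (final) for 5 min at ~22 deg C, then incubated with compound 15 min before 400 uM selenite. A first-read NADPH fluorescence drop versus no-compound background flagged substrates.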
* = called active by the depositor; u = inconclusive; x = no result given; & = joins results of further samples; [ ] = another dose, or the depositor's remark. Unless noted, the call rests on the fitted dose curve; in most records, active means well fitted curve in the direction sought with a large enough effect; inconclusive means small, poorly fitted or top-dose-only effect, or another doubt; inactive means no such curve, though single readings can be large; an effect the other way counts as inactive or inconclusive. An excerpt; rates above refer to the full screens.

SMILES	mIDH1 inhibitor	Vif-A3F inh	GRP78 ERSR act	RXFP1 ag	USP1-UAF1 inh	Vif-APOBEC3G blk	PI4K2A inh	LDHA inh	TrxR1 substrate
CS(=O)(=O)Nc1cccc(-c2cn3c(n2)SCC3)c1	-10%	0%	-4%	-3.3%	2%	-1%	-4	3	-12%
CCOC(=O)N1CCC(Nc2c(Nc3ccc(F)cc3)c(=O)c2=O)CC1	2%	0%	-2%	-0.5%	-19%	-9%	-1	-3	-2%
C/C(NC(=O)c1ccccc1)=C1/C(=O)CC2C1C2(C)C (configuration not stated)	3%	-6%	3%	2.8%	-11%	-2%	-9	0	8%[57.1 µM]
c1ccc(NC(c2ccccc2)c2ccncc2)cc1 (configuration not stated)	10%	-20%	0%	2.2%	-18%	-1%	-6	14	12%
O=C(O)C1CC(=O)N(c2ccc(Br)cc2)C1 (configuration not stated)	4%	-1%	-2%	-0.5%	-3%	1%	1	-4	3%
Nc1cccc(-c2ccc(CO)o2)c1	1%	3%	-2%	0.9%	-21%	0%	-3	0	45%[activator]
COc1ccc2[nH]cc(CCNC(=O)c3cnn(-c4ccc(C)cc4)c3C3CCN(C(=O)OC(C)(C)C)CC3)c2c1	6%	3%	-2%	-1.3%	-12%	-4%	2	4	-8%
CCOc1ccccc1N/C=C/C(=O)C(C)(C)C	0%	-8%	-3%	1.2%	-26%	1%	-1	-1	-3%
CCOC(=O)C(=O)Nc1nnc(SCc2ccc(F)cc2)s1	-16%	2%	-2%	-0.7%	-23%	-1%	2	-18	-8%
CCOc1cc(C(C(=O)NCC2CCCO2)N(C(=O)Cn2nnc3ccccc32)c2ccc(NC(C)=O)cc2)ccc1O (configuration not stated)	2%	3%	-3%	3.2%	-3%	-2%	1	-4	10%[57.1 µM]
COc1ccc(-c2nnc(-c3ccc4ccccc4c3)o2)cc1	3%	-1%	9%	x	-2%	0%	-1	-6	67%[57.1 µM]
Cc1cc(Cl)ccc1NC(=O)CN1CCCC1	-4%	5%	0%	1.1%	-7%	1%	-20	-3	3%
CCn1cc(/C=N\NC(=O)Cc2ccc([N+](=O)[O-])cc2)c(C)n1	4%	5%	2%	3.7%	-18%	-4%	3	3	-2%
COc1ccc(Cl)cc1NS(=O)(=O)c1cccc(C(=O)NCCCN2CCCC2=O)c1	9%	1%	-6%	-1.5%	-13%	1%	-2	-3	-2%
O=C1c2cccc(Cl)c2C(=O)c2c1cccc2N1CCCC1	3%	3%	2%	x	-20%	-1%	-26	13	-6%
Cc1ccc(Cn2ccc(NC(=O)c3cc(-c4cccc(Cl)c4)on3)n2)cc1	0%	-19%	-5%	3.5%	-16%	-3%	4	-7	7%
O=C(NCc1ccc(Cl)cc1)c1cc(-c2ccco2)on1	2%	-1%	6%	2.0%	-11%	0%	1	-7	2%
CC(C)c1ccc(NC(=O)N2CCOCC2)cc1	-1%	-5%	0%	-1.0%	-7%	-2%	-8	2	1%
CCOC(=O)C1=C(C)N(C)C(C)=C(C(=O)OCC)C1c1cccnc1	-3%	1%	-8%	0.7%	2%	1%	-1	-4	-8%[57.1 µM]
O=C(Nc1ccc(F)cc1)c1ccc2nc[nH]c2c1	4%	-8%	3%	0.9%	1%	-2%	-1	-1	-2%
CN(C)S(=O)(=O)c1cccc(NC(=O)COC(=O)c2cccc(S(=O)(=O)N3CCc4ccccc4C3)c2)c1	4%	1%	0%	0.8%	-21%	-1%	0	-10	1%
Nc1nc(SCc2ccccc2)c2ncn(C3OC(CO)C(O)C3O)c2n1 (configuration not stated)	1%	1%	2%	x	-11%	3%	0	-9	-3%
CCNC(=O)NC(=O)C(C)OC(=O)C1CCN(S(=O)(=O)c2ccc(C)c(C)c2)CC1 (configuration not stated)	1%	4%	-5%	0.9%	-17%	1%	-2	-1	-6%
COc1ccc(/C=C/C(=O)Nc2nc(-c3cccs3)ns2)cc1OC	-3%	1%	-6%	7.3%	-3%	-23%	-1	-2	14%
CCOC(=O)c1ccc(NC(=O)c2nc[nH]c2C(=O)N[C@@H](CC(C)C)C(=O)OC(C)(C)C)cc1	4%	-3%	0%	7.7%	-4%	-9%	2	2	-16%
CN1CCN(c2ccccc2NC(=O)c2sc3ccccc3c2Cl)CC1	-2%	-3%	-5%	7.0%	9%	3%	-1	-11	3%
COc1ccc(-c2cn3nc(N4CCC(C(=O)Nc5cccc(OC)c5)CC4)sc3n2)cc1	u	8%	1%	0.3%	u	4%	1	-8	-11%
Cc1nc2ccccn2c1P(=O)(N1CCCCC1)N1CCCCC1	4%	-2%	-5%	-0.7%	9%	2%	-1	-3	19%
Cc1ccnc(NC(=O)CS(=O)(=O)c2ccccc2)c1	0%	3%	3%	-0.8%	-19%	0%	-6	2	5%
COc1ccc(Cl)cc1S(=O)(=O)N1CCCC(C(=O)NCc2ccccc2)C1 (configuration not stated)	9%	-19%	-6%	3.0%	-16%	2%	-4	-7	-12%

A draw from above in order of count of non-hydrogen atoms, ascending.
SMILES	mIDH1 inhibitor	Vif-A3F inh	GRP78 ERSR act	RXFP1 ag	USP1-UAF1 inh	Vif-APOBEC3G blk	PI4K2A inh	LDHA inh	TrxR1 substrate
CC(C)c1ccc(NC(=O)N2CCOCC2)cc1	-1%	-5%	0%	-1.0%	-7%	-2%	-8	2	1%
Cc1nc2ccccn2c1P(=O)(N1CCCCC1)N1CCCCC1	4%	-2%	-5%	-0.7%	9%	2%	-1	-3	19%
CCOC(=O)C1=C(C)N(C)C(C)=C(C(=O)OCC)C1c1cccnc1	-3%	1%	-8%	0.7%	2%	1%	-1	-4	-8%[57.1 µM]

The listing picks up; the 2 compounds before the break are reprinted first.
SMILES	mIDH1 inhibitor	Vif-A3F inh	GRP78 ERSR act	RXFP1 ag	USP1-UAF1 inh	Vif-APOBEC3G blk	PI4K2A inh	LDHA inh	TrxR1 substrate
Cc1ccnc(NC(=O)CS(=O)(=O)c2ccccc2)c1	0%	3%	3%	-0.8%	-19%	0%	-6	2	5%
COc1ccc(Cl)cc1S(=O)(=O)N1CCCC(C(=O)NCc2ccccc2)C1 (configuration not stated)	9%	-19%	-6%	3.0%	-16%	2%	-4	-7	-12%
O=C(CCC(=O)NNC(=O)Nc1cccc(Cl)c1)NCc1ccccc1	11%	-8%	-5%	-3.2%	-6%	-1%	-3	-2	11%[57.1 µM]
O=C(C1=C[C@@H](C2CC2)C[C@@H](OCc2ccc(CO)cc2)O1)N1CCN(Cc2ccc3c(c2)OCO3)CC1	9%	8%	-6%	0.6%	-11%	4%	-2	-3	-11%
CCOc1ccc(C(=O)OCn2nnc3ccccc3c2=O)cc1OC	1%	-4%	1%	1.3%	-3%	-1%	9	-9	0%[57.1 µM]
CCOC(=O)c1cnc(SCc2nc(N)nc(Nc3ccc(F)cc3)n2)nc1N	-14%	-20%	5%	3.3%	-7%	-16%	0	-10	-1%
CCS(=O)(=O)N1CCc2cc(C(=O)N3CCN(c4ccccc4)CC3)ccc21	-11%	1%	3%	-6.1%	-10%	0%	-10	2	-5%
O=C1c2ccc(Oc3ccc4c(c3)C(=O)N(CCCO)C4=O)cc2C(=O)N1CCCO	-2%	-8%	-4%	0.0%	-18%	-4%	0	-6	8%[57.1 µM]
Cc1ccc(C)c(N2CCN(S(=O)(=O)c3cn(C)c(C)n3)CC2)c1	-15%	0%	-4%	0.4%	-11%	-1%	-16	-12	-7%[57.1 µM]
O=C(O)c1ccccc1NS(=O)(=O)c1ccc2c(c1)OCCO2	-4%	-8%	-3%	6.9%	-13%	4%	1	-1	47%[activator]
Cc1c(CCC(=O)NCCCn2ccnc2)c(=O)oc2cc3occ(C(C)(C)C)c3cc12	3%	-7%	-4%	0.1%	-33%	-7%	-16	2	18%
COc1ccc(OC)c(CCNC(=O)c2nn(C)c3c2CS(=O)(=O)c2ccccc2-3)c1	12%	1%	-8%	0.7%	-7%	0%	5	-1&4	2%
COc1cccc(C2=NOC(C(=O)Nc3ccccc3SC)C2)c1 (configuration not stated)	2%	-3%	-4%	0.8%	-10%	-1%	-2	-19	-6%
CCCCn1nc(C(=O)N(C)Cc2nc3ccccc3c(=O)[nH]2)c2ccccc2c1=O	-4%	-3%	-3%	x	u	-4%	-4	0&-18	x
Cc1ccc(N(CC(C)C)S(=O)(=O)c2nnc(NC(=O)c3cccs3)s2)cc1	-11%	-8%	-4%	12%	-22%	0%	1	-20	13%
